Source: PubChem BioAssay (National Center for Advancing Translational Sciences (NCATS))
USP1 inh: USP1/UAF1 (human) deubiquitinase inhibition. O94782. recombinant USP1/UAF1, Ub-Rhodamine cleavage fluorescence. Potency, µM (highest dose often 57.1 µM), for inactives: top-dose activity change, negative = inhibition, hits mostly inhibitors. 390,000 tested, 0.23% active. AID 743255; note: potency is the fitted concentration of half-maximal effect; % is set by controls: 0 for no effect and ±100 for the full control effect; nearly all actives have a fitted effect of over 60% in size; inactives centre near -12
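High-throughput fluorogenic screen: 1nM USP1/UAF1 complex, Ub-Rho substrate 150nM final, 50mM HEPES pH 7.8 with 0.5mM EDTA, 0.1 mg/ml BSA, 1mM TCEP and 0.01% Tween-20.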
PI4K2A inh: PI4K2A (human) kinase inhibition | Q9BTU6 | purified PI4K2A, ADP-Glo luminescence, 1 h; stronger effect = lower value | activity change, negative = inhibition, % at 76.9 µM | 420,000 tested, 0.13% active | AID 1346378; in the data active = activity change below about -50%; inconclusive = mostly about -30% to -49%;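 note: -100% = wells without enzyme as full effect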
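In this quantitative HTS, ADP production by PI4K2A was quantified luminescently after 1 h at ambient temperature; 100 microM adenosine served as plate-quality control.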
Pin1 inh: inhibitors of human Pin1. Potency, µM (titrated, usually from 115 µM), for inactives: at the top dose activity, negative = inhibition, hits mostly inhibitors. 390,000 tested, 0.009% active. Q13526. Pin1 FP peptide displacement, HiFluor488, 10 min. AID 504891; active = well fitted inhibition curve with a large enough effect in the polarisation, with a control signal flat, not every such curve was filed as active; inconclusive = small, poorly fitted or top-dose-only effect, or effect the other way, or a change in a side signal; inactive = no such curve, though single readings can be large or run the other way; the % refers to the polarisation; note: potency is the fitted concentration of half-maximal effect; % is set by controls: 0 for no effect and ±100 for the full control effect
Tb PGK inh: blocks T. brucei phosphoglycerate kinase. 380,000 tested, 0.043% active. P07378. Potency, µM (titrated, usually from 57.5 µM), for the others: at the top dose activity change, negative = inhibition, most hits filed as inhibitors. PGK/GAPDH coupled, Kinase-Glo luminescence, 60 min. AID 602233; note: potency is the fitted concentration of half-maximal effect; % is set by controls: 0 for no effect and ±100 for the full control effect; nearly all actives have a fitted effect of over 60% in size
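Luminescent ATP detection (Kinase-Glo Plus) follows a 60-minute room-temperature incubation, with wells lacking PGK as controls. Buffer: 100 mM TEA (pH 7.6), 5 mM MgCl2, 0.01% Tween-20. Coupling enzyme GAPDH (100 nM final) supplies unstable 1,3-BPG in-well.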
GLS inhibitor: blocks human kidney-isoform glutaminase activity | AID 624170 | GLS enzymatic activity, qHTS titration | Potency, µM (top dose mostly 45.5 µM), for inactives: at the top dose activity change, negative = inhibition, hits mostly inhibitors | 410,000 tested, 0.21% active; note: potency is the fitted concentration of half-maximal effect; % is set by controls: 0 for no effect and ±100 for the full control effect
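Human kidney-isoform GLS in 45 mM KH2PO4 pH 8.2, 0.02% Tween-20, with compound, started with 1mM L-Glutamine (added stock). Glutamate oxidase/HRP/Amplex red coupled fluorescence read at start and after 30 min at RT.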
mIDH1 inhibitor: human IDH1 R132H inhibition; Potency, µM (series often up to 76.6 µM), without a hit: top-dose activity change, negative = inhibition, most hits filed as inhibitors; AID 602179; 390,000 tested, 0.093% active; O75874; IDH1-R132H enzyme, NADPH consumption, diaphorase/resazurin fluorescence; note: potency is the fitted concentration of half-maximal effect; % is set by controls: 0 for no effect and ±100 for the full control effect; nearly all actives have a fitted effect of over 65% in size
Target sequence (O75874 whole entry R132H, stated change not applied): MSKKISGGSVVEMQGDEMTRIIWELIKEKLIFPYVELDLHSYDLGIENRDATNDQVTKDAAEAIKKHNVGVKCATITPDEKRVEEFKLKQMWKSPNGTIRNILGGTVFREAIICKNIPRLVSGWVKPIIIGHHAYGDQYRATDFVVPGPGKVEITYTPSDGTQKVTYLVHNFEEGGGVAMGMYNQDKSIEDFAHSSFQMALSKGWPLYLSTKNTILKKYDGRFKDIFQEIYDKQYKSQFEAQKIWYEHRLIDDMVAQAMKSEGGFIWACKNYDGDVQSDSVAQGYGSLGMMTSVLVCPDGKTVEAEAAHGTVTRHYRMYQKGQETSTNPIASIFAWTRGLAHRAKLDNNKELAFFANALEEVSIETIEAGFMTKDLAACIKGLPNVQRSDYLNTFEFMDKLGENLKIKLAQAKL
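IDH1-R132H (0.5 ug/mL dispensed) in pH 7.5 Tris buffer was preincubated 30 min with compound, then given a substrate mix of 0.016 mM NADPH and 2 mM alpha-KG for 80 min at room temperature; remaining NADPH was read by diaphorase/resazurin fluorescence.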
TrxR1 substrate: is turned over as a substrate by rat TrxR1; purified TrxR1 substrate turnover, NADPH consumption readout; 390,000 tested, 0.01% active; AID 588456; Potency, µM (titrated, usually from 114 µM), inactives show top-dose activity change, negative = substrate turnover; O89049; note: potency is the fitted concentration of half-maximal effect; % is set by controls: 0 for no effect and ±100 for the full control effect; nearly all actives have a fitted effect of over 50% in size
Target sequence (O89049 whole entry, looked up): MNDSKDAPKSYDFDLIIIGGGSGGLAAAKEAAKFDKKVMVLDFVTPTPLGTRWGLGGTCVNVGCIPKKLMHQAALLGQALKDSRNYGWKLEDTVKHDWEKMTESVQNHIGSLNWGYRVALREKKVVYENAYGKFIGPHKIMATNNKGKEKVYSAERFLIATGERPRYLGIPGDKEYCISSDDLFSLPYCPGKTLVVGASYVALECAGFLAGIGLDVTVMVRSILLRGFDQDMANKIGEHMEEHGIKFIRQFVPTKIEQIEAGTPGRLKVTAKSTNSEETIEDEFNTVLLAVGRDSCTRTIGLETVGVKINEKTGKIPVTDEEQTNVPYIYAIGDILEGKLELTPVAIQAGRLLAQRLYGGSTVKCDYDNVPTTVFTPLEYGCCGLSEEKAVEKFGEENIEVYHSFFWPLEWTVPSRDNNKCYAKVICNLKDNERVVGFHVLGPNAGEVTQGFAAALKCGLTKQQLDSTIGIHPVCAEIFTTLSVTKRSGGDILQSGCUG
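Rat TrxR1, dispensed at 90 nM, was prereduced with 400 uM NADPH (final) for 5 min at ~22 deg C, then incubated with compound 15 min before 400 uM selenite. A first-read NADPH fluorescence drop versus no-compound background flagged substrates.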
rTrxR1 inhibitor: blocks rat thioredoxin reductase 1. recombinant rTrxR1, NADPH fluorescence consumption, selenite substrate. Potency, µM (series often up to 114 µM), without a hit: at the highest dose activity change, negative = inhibition, usual class: inhibitors. 390,000 tested, 1% active; note: potency is the fitted concentration of half-maximal effect; % is set by controls: 0 for no effect and ±100 for the full control effect; nearly all actives have a fitted effect of over 65% in size
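Rat TrxR1 (90 nM in the dispensed reagent) was pre-reduced with 400 uM NADPH for 5 min at room temperature, then incubated with compound for 15 min. After 400 uM selenite was added, NADPH fluorescence (Ex 340/Em 450 nm) was followed for 8 min.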
HP1b binding inh: HP1-beta chromodomain-methylated histone interaction inhibition. P83916. 390,000 tested, 0.56% active. Potency, µM (titrated, usually from 114 µM), for inactives: top-dose activity change, negative = inhibition, hits mostly inhibitors. AlphaScreen HP1-beta / biotin-H3K9me3 peptide binding; note: potency is the fitted concentration of half-maximal effect; nearly all actives have a fitted effect of over 70% in size; inactives centre near 23
Target sequence (P83916 whole entry, looked up): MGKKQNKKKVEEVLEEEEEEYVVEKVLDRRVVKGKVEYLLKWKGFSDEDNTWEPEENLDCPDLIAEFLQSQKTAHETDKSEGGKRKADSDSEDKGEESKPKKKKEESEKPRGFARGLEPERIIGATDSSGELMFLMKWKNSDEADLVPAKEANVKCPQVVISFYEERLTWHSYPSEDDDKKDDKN
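AlphaScreen: HP1-beta (50 nM) preformed 30 min with biotin-H3(1-18)K9me3 peptide (50 nM) in PBS pH 7.4, 0.01% Tween-20. Compound added for 30 min at RT, then streptavidin donor/nickel chelate acceptor beads (10 ug/mL) for 30 min.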
* hit, by the source's call; i = inactive; ? = inconclusive; . = no result given; & = joins results of further samples; [ ] = dose if it differs, or a comment. Unless noted, calls come from the whole dose curve; as a rule, active = well fitted curve in the direction sought with a large enough effect; inconclusive = small, poorly fitted or top-dose-only effect, or another doubt; inactive = no such curve, though single readings can be large; an effect the other way counts as inactive or inconclusive.

SMILES | USP1 inh | PI4K2A inh | Pin1 inh | Tb PGK inh | GLS inhibitor | mIDH1 inhibitor | TrxR1 substrate | rTrxR1 inhibitor | HP1b binding inh
COc1ccc(C2C(C(=O)N3CCC4(CC3)OCCO4)c3cc(OC)c(OC)cc3C(=O)N2C)cc1 (stereo not drawn) | -11% | 4 | 5% | -6% | -2% | 5% | -4% | -15% | 54%[activator]
Cc1c(N=Cc2c(O)n(CCc3ccccc3)c(=O)[nH]c2=O)c(=O)n(-c2ccccc2)n1C | -12% | -1 | 21% | i | 16% | 0% | -7% | 2% | 13%
COC(=O)C1C2c3ccccc3C(c3ccccc32)C1C(=O)OC (stereo not drawn) | -5% | 4 | -3% | -8% | -7% | 9% | -5% | 7%[57.1 µM] | 29%
C[C@@H]1O[C@@H](O[C@@H]2C=C3CCC4C(CC[C@]5(C)[C@@H](c6ccc(=O)oc6)CC[C@]45O)[C@@]3(C)CC2)[C@H](O)[C@H](O)[C@H]1O (stereo partly drawn) | -6% | 3 | -5% | i | 3% | -2% | -9% | -14% | 13%
COc1cc(OC)c(/C=C2\C(=O)Nc3ccccc32)c(OC)c1 | 11% | 4 | 18% | 7% | 6% | -5% | -12% | -6% | ?
Cc1ccc(-n2nc(C)cc2NC(=O)COc2cc(C)cc3oc(=O)c4c(c23)CCC4)cc1 | -6% | 2 | -1% | 5% | 1% | 3% | 33%[activator] | 24% | 42%
O=C(C1CCN(c2nc3ccc(Br)cc3s2)CC1)N1CCC2(CC1)OCCO2 | 2% | 5 | -4% | -12% | 4% | 1% | -5% | -10% | 11%
CSc1nn(-c2ccc(C(=O)OCC(=O)NC(=O)NC(C)C)cc2)c(=S)s1 | -21% | -1 | 24% | 5% | 17% | 2% | -15% | -19% | -10%
COc1cccc(C(=O)C2CCCN(Cc3cccc4c3OCO4)C2)c1 (stereo not drawn) | -17% | 1 | 1% | -6% | -1% | 3% | 4% | 11% | 19%
O=C1C2CCN(CC2)C1Cc1ccc(OCc2ccccc2)cc1 (stereo not drawn) | -10% | 0 | -4% | i | 1% | 10% | -8%[57.1 µM] | 21%[57.1 µM] | 43%[activator]
N[C@@H](Cc1c[nH]c2ccccc12)c1nnc(SCc2ccccc2F)o1 | -27% | -4 | 2% | -9% | -3% | 0% | 1% | 3% | 21%
O=S(=O)(c1ccc(O)cc1)c1ccc(O)cc1 | -1% | -3 | 1% | 1% | 11% | 0% | -2% | 8% | 34%
COC1=CC(=O)[C@]2(C=C1OC)OC[C@@H]1Oc3c(ccc4c3C=CC(C)(C)O4)C(=O)[C@@H]12 | -19% | 0 | ? | -4% | 0% | -4%[38.3 µM] | -4% | 0% | 10%
CC(C(=O)c1cn(C)c2ccccc12)c1ccccc1 (stereo not drawn) | -21% | 3 | 17% | . | -7% | 12% | 3%[57.1 µM] | 9% | 59%[activator]
COC(=O)C1=C(c2ccc(Cl)c(C(F)(F)F)c2)C[C@@H]2CC[C@H]1N2C(=O)NCc1ccc2c(c1)OCO2 | -26% | -3 | 6% | -6% | -1% | -8% | 2% | 37%[activator] | 52%[activator]

One compound at a time, as listed above.
O=S(=O)(c1ccc(O)cc1)c1ccc(O)cc1 across the screens: USP1 inh: -1%; PI4K2A inh: -3; Pin1 inh: 1%; Tb PGK inh: 1%; GLS inhibitor: 11%; mIDH1 inhibitor: 0%; TrxR1 substrate: -2%; rTrxR1 inhibitor: 8%; HP1b binding inh: 34%
Cc1c(N=Cc2c(O)n(CCc3ccccc3)c(=O)[nH]c2=O)c(=O)n(-c2ccccc2)n1C across the screens: USP1 inh: -12%; PI4K2A inh: -1; Pin1 inh: 21%; Tb PGK inh: i; GLS inhibitor: 16%; mIDH1 inhibitor: 0%; TrxR1 substrate: -7%; rTrxR1 inhibitor: 2%; HP1b binding inh: 13%
COC(=O)C1C2c3ccccc3C(c3ccccc32)C1C(=O)OC (stereo not drawn) across the screens: USP1 inh: -5%; PI4K2A inh: 4; Pin1 inh: -3%; Tb PGK inh: -8%; GLS inhibitor: -7%; mIDH1 inhibitor: 9%; TrxR1 substrate: -5%; rTrxR1 inhibitor: 7%[57.1 µM]; HP1b binding inh: 29%

The results go on:
SMILES | USP1 inh | PI4K2A inh | Pin1 inh | Tb PGK inh | GLS inhibitor | mIDH1 inhibitor | TrxR1 substrate | rTrxR1 inhibitor | HP1b binding inh
CC1CC(C)CN(CC(=O)c2ccc(OC(F)F)cc2)C1 (stereo not drawn) | -16% | 2 | 3% | -4% | 7% | 2% | -11% | -14% | 57%[activator]
CCOC(=O)C1=C(N)OC2=C(C(=O)CC(C)(C)C2)C12C(=O)Nc1ccccc12 (stereo not drawn) | 14% | -2 | 0% | 5% | 0% | 1% | 9% | 6% | 23%
CC1CN(c2ccc([N+](=O)[O-])c3cccnc23)CC(C)N1 (stereo not drawn) | -18% | 3 | 4% | i | 1% | 9% | -5% | 2% | 11%
CN(C)C(=O)Oc1cc(=O)n2c3c(cccc13)CCC2 | 1% | -1 | -1% | -4% | 1% | 0% | 3%[57.1 µM] | -9%[57.1 µM] | 19%
CCN1C(=O)c2ccccc2Sc2ccc(NC(=O)Cc3ccc(OC)c(OC)c3)cc21 | ? | 2 | 16% | 10% | 8% | 6% | -6%[57.1 µM] | 13%[57.1 µM] | 10%[57 µM]
Cc1nc2c(c(C)nn2-c2ccccc2)c(C)c1CCC(=O)N1CCC2(CC1)OCCO2 | -26% | 2 | -3% | -9% | 1% | 1% | 33%[activator] | 4% | 26%
CC(CN1CCOCC1)OC(=O)Cc1ccccc1 (stereo not drawn) | -12% | -2 | -1% | -1% | -8% | 3% | -2%[57.1 µM] | 34%[57.1 µM] | 26%
NCCCC[C@H](N[C@@H](CCc1ccccc1)C(=O)O)C(=O)N1CCC[C@H]1C(=O)O | -27%&-16% | -6&7&1 | 0%&-3% | -5% | -7% | 16%&13% | 9%&-2% | 16%&22% | 66%&21%[activator]
COP(=S)(OC)c1c(C)nn(CCC#N)c1NC(=O)c1ccc(Cl)cc1 | -12% | 3 | -1% | -3% | -6% | 6% | 3%[57.1 µM] | 3%[57.1 µM] | ?
CC1CCN(C(=O)CCl)CC1 | -8% | 3 | -2% | i | 0% | -5% | 1% | ? | 19%
Cc1ccc2nsnc2c1NS(=O)(=O)c1c(C)ccc2nsnc12 | -29% | -1 | -1% | 1% | ? | 10% | 0% | -22% | 20%
CC(C)(O)C1C2OC(=O)C1C1(O)CC3OC34C(=O)OC2C14C (stereo not drawn) | -9% | -6 | -13% | -8% | 2%&2% | -2% | 8% | 16% | 23%
O=[N+]([O-])c1ccc(N2CCNCC2)cc1N1CCCCC1 | 4% | 4 | -9% | -5% | -15% | 2% | -7% | -13% | -13%
COc1ccc(CCn2c(O)c(/C=N/N3CCCCC3)c(=O)[nH]c2=O)cc1OC | -18% | -16 | -1% | -8% | 26% | -2% | -10% | -14% | 18%
O=C(Cc1cc(=O)[nH]c(=O)[nH]1)N1CCN(CCO)CC1 | 1% | 4 | ? | -5% | 2% | 3% | 10%[57.1 µM] | 11%[57.1 µM] | 28%
COc1cc(CN2CCNCC2)cc(OC)c1OC | -13% | -2 | -2% | -1% | -1% | 12% | -4% | 13% | 11%
Cc1ccc(-n2c(O)c(/C=N/N3CCOCC3)c(=O)[nH]c2=S)cc1 | -7% | -1 | 30%[activator] | 1% | 30% | 0% | -22% | -28% | 21%
CC(CC(C#N)(c1ccccc1)c1ccccc1)N(C)C (stereo not drawn) | -22% | -3 | 2% | i | 11% | -4% | 7% | 25% | 14%
O=C1NC(=O)C(=Cc2c(Cl)cccc2Cl)C(=O)N1 | -10% | -11 | 10% | 2% | -3% | 3% | -3% | 13µM* | 47%[activator]
CC[C@H](C)/C=C(C)/C=C/C1=CC2=C(Cl)C(=O)[C@](C)(OC(C)=O)C(=O)C2=CO1 | 25µM* | ? | ? | ? | 5% | 26% | -2% | 50µM* | ?
COc1ccc(CC2c3cc(OC)c(OC)cc3CCN2C)cc1OC (stereo not drawn) | -25% | 1 | -2% | -9% | ? | -6% | 7%[57.1 µM] | -26%[57.1 µM] | 45%[activator]
Cc1ccc(OC(=O)N(C)C[C@H]2OCc3cnnn3CCCC(=O)N([C@H](C)CO)C[C@@H]2C)cc1 | 0% | -5 | . | 0% | 0% | -2% | . | . | .
COC(=O)C1=C(c2cc3ccccc3o2)C[C@@H]2CC[C@H]1N2C(=O)NC(C)C | -15% | -2 | -6% | -6% | 2% | 17% | -10% | -4% | 52%[activator]
COc1ccc(CC(=O)N(C)C2CCCN(Cc3ccccc3F)C2)cc1OC (stereo not drawn) | 5% | 0 | -10% | -1% | 2% | -6% | -10% | -14% | 2%

2 entries from above, reformatted.
Fields – USP1 inh, PI4K2A inh, Pin1 inh, Tb PGK inh, GLS inhibitor, mIDH1 inhibitor, TrxR1 substrate, rTrxR1 inhibitor, HP1b binding inh
> CC[C@H](C)/C=C(C)/C=C/C1=CC2=C(Cl)C(=O)[C@](C)(OC(C)=O)C(=O)C2=CO1
    25µM*, ?, ?, ?, 5%, 26%, -2%, 50µM*, ?
> COc1ccc(CC2c3cc(OC)c(OC)cc3CCN2C)cc1OC (stereo not drawn)
    -25%, 1, -2%, -9%, ?, -6%, 7%[57.1 µM], -26%[57.1 µM], 45%[activator]

Not all compounds are listed (hit frequency here may not be typical).
